# Screening data (PubChem BioAssay)
# GALR2 blocker: GALR2 antagonists in receptor-expressing cells, primary screen; antagonist mode; 140,000 tested, 0.39% active; Galanin receptor type 2 (Homo sapiens), O43603; inhibition, % at 4 µM; in the data active = inhibition above about 27%;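 note: cells stimulated with galanin 1-16 at roughly its EC80; 0% = agonist challenge control and 100% = basal control without agonist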
# Target sequence (O43603 whole entry, looked up): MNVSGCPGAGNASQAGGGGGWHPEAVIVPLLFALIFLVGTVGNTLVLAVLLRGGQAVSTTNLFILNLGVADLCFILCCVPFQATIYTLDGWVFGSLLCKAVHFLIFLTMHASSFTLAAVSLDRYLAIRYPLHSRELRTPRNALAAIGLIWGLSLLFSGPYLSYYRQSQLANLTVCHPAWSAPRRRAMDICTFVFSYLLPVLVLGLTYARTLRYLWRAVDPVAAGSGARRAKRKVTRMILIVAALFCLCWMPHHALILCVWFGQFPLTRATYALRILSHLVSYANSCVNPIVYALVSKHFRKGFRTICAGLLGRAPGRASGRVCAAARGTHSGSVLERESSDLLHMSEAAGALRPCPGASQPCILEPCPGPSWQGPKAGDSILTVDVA
# MRP1 act: H69AR viability gain despite doxorubicin, primary screen, MRP-1 activator project, H69AR cells, CellTiter-Glo; AID 799, 2007; 140,000 tested, 0.61% active; viability rescue; viability increase, % at 10 µM;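 active = viability gain under doxorubicin at or above a set limit, the compound median plus 3 SD, cut at about 4.7% in these data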;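 note: MRP-1 overexpressing cells given doxorubicin 25 µM after compound pretreatment; 18-22 h compound pretreatment then 72 h with doxorubicin before readout; 0% = doxorubicin-only wells and 100% = vehicle-treated cells without doxorubicin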
# Measles CPE: compounds protecting cells from measles virus cytopathic effect, primary screen, measles RdRp inhibitor project, single point, MLSMR library, absorbance; protection (pct of control), % at 4 µM; AID 841, 2007; 140,000 tested, 1.5% active; Measles virus-infected cells, CPE protection; in the data active = protection mostly above about 24%, no sharp cut-off; inactive = mostly below about 26%; note: some compounds called inactive have numbers as strong as hits
# Phagocytosis inh: inhibitors of macrophage phagocytosis, primary screen, imaging, J774A.1 cells, IgG beads; J774A.1 macrophage IgG-bead phagocytosis; inhibition, % at 5 µM; 110,000 tested, 0.07% active; AID 1029, 2008;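 active = inhibition above the mean of the plate negative controls plus 5 SD, cut at about 13% in these data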;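 note: phagocytic index as fraction of beads internalized from green versus red external bead signal; plate controls were DMSO negative control for no effect and cytochalasin-D positive control for full effect; some results beyond the cut were filed as inactive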
# E-sel TNF inh: E-selectin induction blockers in HUVEC – imaging, immunofluorescence, high content, primary screen | 120,000 tested, 0.71% active | inhibition, % at 2 µM | HUVEC TNFa-induced E-selectin immunofluorescence | AID 1246, 2008;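 active = inhibition above the batch mean plus 3 SD, and confirmed as a hit on visual image review, cut at about 43% in these data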;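 note: 0% = TNF-stimulated DMSO wells and 100% = unstimulated control wells; not every result past the cut was called active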
# BB579 growth dn: growth inhibitors of yeast BB579 in restrictive medium, primary screen, yeast lifespan-shortening project, S. cerevisiae; OD615, 48 h; inhibition, % at 10 µM; 140,000 tested, 0.51% active; AID 804, 2007;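 active = inhibition above a set limit, 3 SD over the mean compound inhibition, cut at about 44% in these data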; note: inactives centre near -24
#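 Assay system – yeast BB579 (DeaD) · Dosing – single compound dose of 10 µM, 0.25% DMSO final · Detection – OD615 turbidity measurement · Buffer or medium – CSMM-D restrictive synthetic medium containing dextrose (glucose) · Benchmarks – positive control amphotericin B 10 µg/mL · Incubation – 48 h exposure, 30 °C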
# NPY-Y2 antag: NPY-Y2 receptor antagonists, primary screen, cell-based | 140,000 tested, 0.99% active | Neuropeptide Y receptor type 2 (Homo sapiens), P49146 | inhibition, % at 2.7 µM | AID 793, 2007 | NPY-Y2 expressing cells, antagonist mode; in the data active = inhibition above about 17%;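 note: 0% = vehicle with agonist challenge and 100% = reference antagonist with challenge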
# Target sequence (P49146 whole entry, looked up): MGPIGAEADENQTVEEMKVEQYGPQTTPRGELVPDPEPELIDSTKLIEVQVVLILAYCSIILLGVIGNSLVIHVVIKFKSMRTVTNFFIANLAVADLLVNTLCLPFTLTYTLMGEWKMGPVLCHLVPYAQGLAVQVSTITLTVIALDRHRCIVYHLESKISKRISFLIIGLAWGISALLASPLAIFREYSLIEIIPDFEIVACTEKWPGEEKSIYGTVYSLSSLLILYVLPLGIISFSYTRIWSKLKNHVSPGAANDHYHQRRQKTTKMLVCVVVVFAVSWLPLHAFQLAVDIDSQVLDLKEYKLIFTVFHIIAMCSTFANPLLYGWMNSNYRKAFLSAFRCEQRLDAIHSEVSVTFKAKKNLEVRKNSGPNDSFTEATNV
# HCT116 bCat-KO: primary screen for growth suppressors in beta-catenin knockout HCT116 cells (colon tumor, human); HCT116 beta-catenin knockout viability, CellTiter-Glo, 60 h; hits give low values; viability, % at 10 µM; 140,000 tested, 1.5% active;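 active = viability at or under a set limit, the compound median less 4 SD, cut at about 6% in these data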;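 note: 0% = Hyamine 1622 control at 20 µM and 100% = untreated cell control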
# PTEN del growth: growth suppression of PTEN-null HCT116, primary screen, cell-based, CellTiter-Glo | 140,000 tested, 1.2% active | viability, % at 10 µM | HCT116 PTEN-null viability, 60 h; hits give low values;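 active = viability at or below a set limit, 4 SD under the median of all tested compounds, cut at about 3.7% in these data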;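 note: PTEN knockout HCT116 line with beta catenin targeted HCT116 as companion control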
# Yeast lifespan up: compounds extending yeast replicative lifespan, primary screen, S. cerevisiae, OD615 | inhibition of the nicotinamide effect, % at 10 µM | S. cerevisiae growth with nicotinamide; deaD strain in restrictive glucose medium | 130,000 tested, 0.68% active | AID 775, 2007;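 active = inhibition above a set limit, placed 3 SD over the median of all compounds, cut at about 26% in these data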;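 note: 0% = nicotinamide-treated wells and 100% = cells grown without nicotinamide; some compounds called inactive have numbers as strong as hits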
#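 assay system = DeaD-strain S. cerevisiae | measured by = absorbance at 615 nm | probe or stimulus = nicotinamide 1.5 mM | buffer or medium = CSMM-D glucose medium, restrictive | times = 48 h at 30 °C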
# Numbers without * were called inactive; / = no result given.
Compound	GALR2 blocker	MRP1 act	Measles CPE	Phagocytosis inh	E-sel TNF inh	BB579 growth dn	NPY-Y2 antag	HCT116 bCat-KO	PTEN del growth	Yeast lifespan up
COc1ccc(CCN2C(=O)CC(Cc3ccc(Br)cc3)C2=O)cc1OC (configuration not stated)	-9	0.2	4	-3	18	-30	5	69	70	13
O=C1C=C(N2CCN(C3=CC(=O)CCC3)CC2)CCC1	17	-1.9	8	-3	-20	-8	1	89	94	-6
O=C(O)Cc1sc(-c2ccccc2)nc1-c1ccccc1	-1	-0.9	3	/	5	-36	4	105	98	-9
COc1ccc(-n2cnnc2SCC(=O)c2ccc(S(=O)(=O)N3CCOCC3)cc2)cc1	-1	-1.0	13	0	21	-60	3	88	97	-13
COc1ccccc1N1CCN(Cc2nc3ccccc3c(=O)n2CC(C)=O)CC1	1	-1.3	5	0	11	-30	1	94	101	-2
CC(C)c1ccc(OCC(=O)NCCO)cc1	-14	1.8	13	-2	4	6	-1	97	100	-2
Cc1noc(C)c1CSc1nc2sc(C)c(C)c2c(=O)n1-c1ccccc1	-4	-1.8	6	-2	-10	-29	6	55	59	4
Cc1ccc(C(=O)N2CC(C)OC(C)C2)c(Cl)c1 (configuration not stated)	-5	-1.4	10	0	12	-12	-1	89	98	-4
CCSc1nc2cc(OC)c(OC)cc2c(=O)n1CCc1ccccc1	-7	-1.1	8	0	-5	-47	6	79	89	-1
Cc1ccnc(NC(=O)COc2c(C)cc(C)cc2[N+](=O)[O-])c1	7	-0.7	4	4	-6	-48	8	87	90	10
O=C(CP(=O)(c1ccccc1)c1ccccc1)N1CCCCC1	-13	-0.2	1	2	-2	0	1	88	110	-6
CC(=O)Nc1ccc(-n2c(C)c(C(C)=O)c(C(C)=O)c2C)cc1	6	-0.2	11	-1	-4	-27	-1	98	97	-10
CCCS(=O)(=O)c1c(S(=O)(=O)CCC)c2cnccn2c1C(=O)c1ccc(Cl)cc1	-12	-1.4	4	2	27	-18	3	91	88	-4
CCC(C)NCCOc1ccc(Br)cc1 (configuration not stated)	0	-1.2	4	/	11	2	4	88	97	-8
COc1ccc(C2Nc3ccccc3C(=O)N2c2ccc(F)cc2)cc1CSc1ccccn1 (configuration not stated)	0	-0.1	8	-7	/	-33	8	90	101	0
COc1cc(NC2c3ccccc3C(=O)N2Cc2ccc3c(c2)OCO3)cc(OC)c1OC (configuration not stated)	8	-0.5	3	0	/	-35	15	85	89	-12
COC(=O)c1[nH]c2ccccc2c1NC(=O)CN1CCC(C(N)=O)(N2CCCCC2)CC1	1	-4.5	10	4	15	-23	0	92	86	-13
COC(=O)C(NS(C)(=O)=O)(c1c(C)[nH]c2ccccc12)C(F)(F)F (configuration not stated)	4	-1.6	/	-1	6	-49	0	95	92	-9
COc1cccc(C2CC(c3ccccc3OC)n3nc(N)nc3N2)c1 (configuration not stated)	-4	-3.6	24	0	/	-29	6	90	91	-1
CC(=O)c1cc(C#N)c(Oc2cccc(C(F)(F)F)c2)nc1C	6	-3.1	6	/	-6	-4	1	82	91	-24
CCOC(=O)c1sc(NC(=O)c2cc3n(n2)C(C(F)(F)F)CC(c2cccs2)N3)c(C(=O)OCC)c1C (configuration not stated)	2	-2.9	6	-6	-35	-20	-1	44	46	-5
O=C(NCc1ccccc1)c1cc(-n2cnnc2)ccc1Cl	1	-2.3	16	0	-5	-25	3	98	98	-4
CSc1nc2[nH]c3c(c2c2nncn12)CC(C)(C)OC3	6	-2.2	5	-1	-20	-21	0	104	95	-8
O=C(NC(CSCc1ccccc1)C(=O)N/N=C/c1ccc(O)cc1O)c1ccc([N+](=O)[O-])cc1 (configuration not stated)	8	-1.9	20	-4	4	-16	0	2.9*	3.0*	-16
CC(=O)Cc1nsc(NC(=O)c2ccc(-c3cc(C(F)(F)F)ccc3Cl)o2)n1	-8	-1.3	5	-2	11	-101	6	45	43	4
C/C(Cl)=C/Cn1c(=O)c2c(nc(Br)n2Cc2ccccc2)n(C)c1=O	-9	-0.3	5	0	-10	-6	3	79	78	-4
CCn1c(Cc2c(C)[nH]c3ccccc23)nnc1SCC(N)=O	-9	-1.9	31	-2	1	9	1	93	103	-11
CCCCNC(=O)Nc1cc(C(F)(F)F)c[nH]c1=O	1	-0.6	3	1	-2	-58	3	105	107	2
c1ccc(Nc2ccccn2)cc1	-3	0.5	26	0	-5	2	-1	100	98	-9
COc1cccc(C(CC(=O)NCc2ccco2)NS(=O)(=O)c2ccc(C)cc2)c1OC (configuration not stated)	9	-0.8	3	-1	-73	7	0	98	102	-12
N=c1oc2ccccc2cc1-c1nc(-c2ccccc2)cs1	1	-3.9	6	/	/	-15	15	83	70	-6
CCn1c2ccccc2c2cc(NC(=O)COc3ccccc3)ccc21	-4	-2.5	5	-12	3	-5	4	78	76	-6
COc1ccccc1OCCNc1cc(N2CCOCC2)ccc1[N+](=O)[O-]	3	-3.1	15	-1	-40	-21	0	85	94	-6
CC(NC(=O)COc1ncnc2cc([N+](=O)[O-])ccc12)c1ccccc1 (configuration not stated)	5	-1.6	11	-4	/	-4	3	102	102	1
CCOC(=O)Nc1ccc2c(c1)N(C(=O)CN1CCN3CCCC3C1)c1ccccc1CC2 (configuration not stated)	7	-2.2	12	0	/	25	1	87	88	-17
CC(=O)NC(c1ccccc1)c1cccnc1 (configuration not stated)	-11	-0.8	6	-1	30	-9	-1	95	98	-5
O=C(C(Cc1ccccc1)n1cccc1)N1CCN(C2CCCCC2)CC1 (configuration not stated)	-11	-3.1	4	-1	-5	-22	17	84	83	2
COc1ccccc1-c1cc(C(F)(F)F)nc(NCc2ccco2)n1	0	-0.9	9	/	/	-35	7	74	63	-9
Cn1nc(C(F)(F)F)c2cc(NC(=O)OCc3ccc(F)cc3)sc21	-7	1.8	10	-2	-31	-90	1	80	80	-16
O=C(Nc1ccccc1)c1nnsc1S(=O)c1ccc(Cl)cc1 (configuration not stated)	39*	-7.0	4	1	80*	9	7	7	2.2*	-21
COc1ccccc1CNC(=O)C1CCN(C(=O)N(C)C)CC1	-8	0.4	2	1	13	-15	5	102	99	-9
O=C(NCc1ccc(F)cc1)c1cc2n(n1)C(C(F)(F)F)CC(C1CC1)N2 (configuration not stated)	-5	-0.9	15	0	4	3	1	104	105	-3
COC(=O)CSc1nnc(Cc2ccccc2)n1-c1ccc(C)cc1	3	0.6	4	/	-6	-15	5	103	101	/
COc1ccc(-c2ccc(C#N)c(SCC(=O)OCc3ccccc3)n2)cc1OC	-3	-0.2	5	2	-16	-23	1	83	76	1
COc1cccc(CC(=O)Nc2nc(-c3cccnc3)cs2)c1	5	0.6	16	-8	/	-17	2	98	99	-1
CCC(C)(C)n1nnnc1C(c1cccs1)N1CCN(c2nc3ccccc3s2)CC1 (configuration not stated)	-3	1.5	/	1	45	-68	16	17	16	6
CC(C)CC(c1nnnn1Cc1ccco1)N1CCN(C2CCCC2)CC1 (configuration not stated)	-2	-0.7	3	-4	-22	-41	19*	95	91	-3
O=C(COc1ccccc1C(=O)N/N=C\c1ccc(O)c(O)c1)N/N=C/c1ccc(O)c(O)c1	-12	-2.2	6	/	-22	-2	2	40	60	-23
CCOc1ccc(CCNC(=O)CCN2C(=O)COc3ccccc32)cc1OCC	9	-0.5	12	/	/	-15	-1	98	94	-8
CC(=O)Oc1ccc(N2C(=O)CCC2=O)cc1	8	-1.9	3	-2	-5	-21	2	104	110	-6
COc1ccc(C2=NOC(C(=O)N3CCCc4ccccc43)C2)cc1 (configuration not stated)	9	0.4	29	0	/	12	4	75	72	-12
Cc1ccc(C)c(N2CCN(C(=O)c3ccccc3Br)CC2)c1	-6	-0.3	6	/	-23	-38	5	79	74	-7
O=C(c1ccco1)N1CCN(C(=O)N2c3ccccc3Sc3ccccc32)CC1	15	-2.0	18	2	-6	-7	10	14	14	-5
COc1cc(NC(=O)c2cc3nc(-c4ccccc4)cc(-c4ccccc4)n3n2)cc(OC)c1OC	-11	-3.2	3	-7	-26	-2	3	56	45	-12
COc1ccc(CN2CC34C=CC(O3)C(C(=O)O)C4C2=O)cc1 (configuration not stated)	6	-0.3	11	0	/	-42	3	103	100	-12
O=C1NC(=O)C(CC(=O)N(Cc2ccco2)C2(C(=O)NC3CCCC3)CCCCC2)N1 (configuration not stated)	-6	-0.4	14	/	0	11	6	86	93	-8
O=[N+]([O-])c1c(NCCCO)cc(N2CCN(Cc3ccc4c(c3)OCO4)CC2)c2nonc12	-21	-0.7	22	/	-9	-37	4	73	69	2
CCOC(=O)CNc1ccc(C(=O)OCC)cc1[N+](=O)[O-]	-10	-2.3	4	/	19	5	3	101	102	-4
CC/C(=N/NS(=O)(=O)c1ccc(Cl)cc1)c1ccc(O)cc1	-6	-2.4	7	-3	31	2	2	92	100	-3
O=C1CC(c2cc([N+](=O)[O-])ccc2Cl)c2c(ccc3ccccc23)N1 (configuration not stated)	13	-1.9	2	-2	/	-22	-1	67	68	-4

# Arranged by molecular weight (low to high): 3 of the compounds above.
Compound	GALR2 blocker	MRP1 act	Measles CPE	Phagocytosis inh	E-sel TNF inh	BB579 growth dn	NPY-Y2 antag	HCT116 bCat-KO	PTEN del growth	Yeast lifespan up
CC/C(=N/NS(=O)(=O)c1ccc(Cl)cc1)c1ccc(O)cc1	-6	-2.4	7	-3	31	2	2	92	100	-3
COc1ccccc1OCCNc1cc(N2CCOCC2)ccc1[N+](=O)[O-]	3	-3.1	15	-1	-40	-21	0	85	94	-6
CCOC(=O)Nc1ccc2c(c1)N(C(=O)CN1CCN3CCCC3C1)c1ccccc1CC2 (configuration not stated)	7	-2.2	12	0	/	25	1	87	88	-17

# Other records.
Compound	GALR2 blocker	MRP1 act	Measles CPE	Phagocytosis inh	E-sel TNF inh	BB579 growth dn	NPY-Y2 antag	HCT116 bCat-KO	PTEN del growth	Yeast lifespan up
O=C(NCc1ccccc1)C(=O)Nc1nc(C23CC4CC(CC(C4)C2)C3)cs1	0	0.1	5	-1	18	-5	0	46	42	6
COc1cccc(C=Nc2ccc3c(c2)OCCO3)c1O	19	-1.6	2	/	-35	-80	3	73	74	-12
CCCCCCC1CC(CC(=O)Nc2ccc([N+](=O)[O-])cc2)C(=O)O1 (configuration not stated)	-6	-0.6	17	-9	-3	-27	-1	79	78	1
COc1cc2c(C(=O)NCCCOC(C)C)cn(CC(C)C)c(=O)c2cc1OC	-2	-4.9	14	-1	/	-13	5	77	103	-2
COCCOC(=O)CC1=NC(=O)CS1	2	-0.7	28	0	7	3	1	79	86	-15
O=C(CC1(O)C(=O)Nc2ccccc21)c1cccc(Br)c1 (configuration not stated)	8	0.1	30	-4	/	4	0	90	94	5
Cc1ccc(-c2c(C#N)c(N)nc3c2CCCCC3)o1	-1	-3.2	8	0	-41	-18	4	95	91	-5
